# p-CIP stab down: compounds decreasing mouse p/CIP protein stability | F442A p/CIP-EGFP cells, EGFP fluorescence, 16 h | decrease of EGFP signal, % at 10 µM | 290,000 compounds, 0.01% hits;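 active = EGFP signal decrease of at least 30% at 10 µM or well 3 SD below plate mean, unless failing retest; inactive = the rest, including hits failing retest or dose response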; also: some compounds called inactive have numbers as strong as hits; many of its hits are not listed in these tables
# IMP-1 inhibitor: blocks Pseudomonas aeruginosa IMP-1 metallo-beta-lactamase; 290,000 compounds, 0.45% hits; purified IMP-1, nitrocefin hydrolysis, epi-absorbance fluorescence; inhibition, % at 5.6 µM;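 active = inhibition above the mean plus 3 SD of all compounds in the same screening run, cut at about 4.5% in these data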;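 also: 0% = IMP-1 with DMSO and 100% = DMSO wells lacking enzyme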
#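 system = purified recombinant IMP-1 beta-lactamase | amount = 0.2 nM IMP-1, as dispensed | medium = HEPES buffer pH 7.1 with ZnSO4 and Brij 35 | times = 25 °C, 15 min preincubation, 25 min reaction | detection = plate fluorescence quenching by hydrolysis product, ex 480/em 530 nm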
# UBC9 SUMO inh: SUMOylation inhibition; inhibition, % at 35 µM; AID 2006; HTRF SUMOylation assay, SAE1/SAE2 + UBC9, in vitro; P63279; 290,000 compounds, 0.36% hits; in the data active = inhibition above about 50%, passing the limit was not always enough; also: strong numbers were not always called active
# Target sequence (P63279 whole entry, looked up): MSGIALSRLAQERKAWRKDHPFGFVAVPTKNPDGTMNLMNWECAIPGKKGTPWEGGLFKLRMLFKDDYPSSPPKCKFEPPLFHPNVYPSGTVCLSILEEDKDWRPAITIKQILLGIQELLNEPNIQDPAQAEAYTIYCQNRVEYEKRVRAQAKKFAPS
# PfM18AAP inh: blocks P. falciparum M18 aspartyl aminopeptidase. recombinant PfM18AAP, H-Glu-NHMec fluorogenic cleavage. inhibition, % at 7.35 µM. 290,000 compounds, 1.2% hits;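 active = inhibition above the campaign mean inhibition over all tested compounds plus 3 SD, cut at about 28% in these data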;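 also: 0% = plate median of test compound wells and 100% = 2 mM ZnCl2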
# IDE act: boosts human insulin-degrading enzyme activity in HEK cells; P14735; FAbeta-B cleavage, fluorescence polarization; 0% vehicle, 100% cell-free pure enzyme wells; activation, % at 5.96 µM; 340,000 compounds, 0.073% hits; AID 493087;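 active = activation above the mean of all tested compounds plus 3 SD, set per screening campaign, cut at about 17% in these data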
# IDE cell inh: cellular human IDE inhibition; HEK cells, FAbetaB cleavage, fluorescence polarization; inhibition, % at 5.59 µM; 320,000 compounds, 0.41% hits; AID 434962;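 active = percent inhibition above the average of all tested compounds plus 3 SD, set per screening campaign, cut at about 16% in these data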;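 also: IDE supplied by intact live HEK cells; FP after avidin binding of uncleaved biotin substrate so inhibition keeps polarization high; 0% = DMSO wells and 100% = 60 µM reference IDE inhibitor Ii1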
# FID counter: displaces DNA intercalator in HCV helicase counter-screen. DNA fluorescent intercalator displacement, fluorescence. inhibition, % at 7.9 µM. 290,000 compounds, 0.17% hits. AID 1845; in the data active = inhibition above about 37%;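 also: 0% = vehicle and 100% = reference compound; higher means more ethidium bromide displaced from hairpin DNA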
# HCV NS3 hel inh: inhibitors of Hepatitis C virus NS3 helicase | inhibition, % at 10.9 µM | 290,000 compounds, 0.56% hits | AID 1800 | NS3 helicase DNA unwinding, Cy5 molecular beacon fluorescence;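 active = inhibition above the mean of all tested compounds plus 3 SD, set per campaign, cut at about 35% in these data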;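 also: 0% = DMSO wells and 100% = thioflavine S control wells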
#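 Material: hepatitis C virus NS3 helicase domain fragment enzyme; measured by: Cy5 fluorescence, 0 and 60 min reads; control set: DMSO and thioflavine S; incubation: 60 min unwinding reaction at 25 °C after ATP addition; read-out basis: % inhibition from 60/0 min fluorescence ratio, DMSO 0%, thioflavine S 100%; repeats: singlicate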
# VIM-2 inhibitor: blocks Pseudomonas aeruginosa VIM-2 metallo-beta-lactamase; purified VIM-2, nitrocefin hydrolysis, epi-absorbance fluorescence; 290,000 compounds, 0.89% hits; inhibition, % at 5.6 µM;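 active = inhibition above the mean of all tested compounds plus 3 SD, cutoff set per screening run, cut at about 7.5% in these data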;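 also: red hydrolysis product quenches plate fluorescence so inhibitors raise well fluorescence; 0% = enzyme with DMSO and 100% = DMSO without enzyme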
# * = called active by the depositor; . = no result given.
SMILES,p-CIP stab down,IMP-1 inhibitor,UBC9 SUMO inh,PfM18AAP inh,IDE act,IDE cell inh,FID counter,HCV NS3 hel inh,VIM-2 inhibitor
Cc1ccc(C(=O)N2NC(c3ccccc3F)C3C(=O)N(c4cccc(C)c4)C(=O)C32)cc1 (configuration not stated),-8,0.1,8,-1,0,4,-43,-11,-1.4
Cc1ccc(S(=O)(=O)NC(N)=NCCc2ccc(Cl)cc2)cc1,-5,-4.4,-14,-6,-1,0,-20,11,-2.8
COc1ccc(-c2cc(N3C(=O)Nc4ccccc4N3O)n[nH]2)c(OC)c1,-6,-2.4,4,-4,0,-6,-7,-13,-4.6
Cc1[nH]n(-c2ccccc2)c(=O)c1N=Nc1c(Cl)cccc1Cl,-4,-5.8,-2,-2,1,2,-2,-4,-3.4
CCc1ccc(S(=O)(=O)N/N=C(/C)c2ccncc2)cc1,-8,-0.8,7,18,7,6,-3,3,-2.1
Cc1cc(NC(=O)CSc2nnc(-c3cccnc3)n2C2CCCCC2C)no1 (configuration not stated),7,-4.8,4,-10,-13,0,-30,-1,-5.0
Cc1cccc(C)c1OCc1cc(C(=O)NCC2CCCCC2)no1,-10,-3.3,-1,5,6,-2,-14,-5,-1.5
COc1ccc(CNCCCSc2ncccn2)cc1OC,-2,-2.2,20,-13,0,0,1,-11,-1.0
O=C(CCCC(=O)c1ccccc1)Nc1ccc(F)cc1,-4,-1.2,-2,-3,0,-1,-8,-4,-0.4
COC(CNC(=O)C1CCCN(S(=O)(=O)c2c(C)noc2/C=C/c2cccs2)C1)OC (configuration not stated),-14,-2.2,6,5,7,7,-30,-5,-1.9
CCOc1cc(/C=C/c2cccc[n+]2C)ccc1OCC(=O)Nc1ccc(C)cc1,5,-1.2,19,-1,4,-4,10,-33,0.2
COc1ccccc1NC(=O)Nc1ccc2c(c1)CCC2,-25,0.9,-7,-7,2,-2,-10,4,0.3
COc1ccc(NC(=O)CCNS(=O)(=O)c2ccc3c(c2)c(=O)n(C)c(=O)n3C)c(OC)c1,-16,0.5,-6,-1,5,-2,-4,-4,0.1
CCOC(=O)CCc1c(C)n(CC)c2cc(-c3ccccc3OC)nn2c1=O,4,-1.7,20,-1,2,4,-26,5,-2.2
CCOc1ccc2nc(Cl)c(C3CC(c4ccco4)=NN3S(=O)(=O)c3ccccc3)cc2c1 (configuration not stated),-15,0.9,-5,0,-6,-5,-4,18,-2.6
CS(=O)(=O)N(CC(=O)NCCSCc1c(F)cccc1Cl)c1ccc2c(c1)OCO2,-2,-2.4,-15,-7,-2,5,-28,-5,-3.9
CC1CCN(S(=O)(=O)c2cccc(C(=O)NCc3ccco3)c2)CC1,-9,-1.7,2,-7,1,-1,-19,7,1.3
CCCc1cc(=O)n2[nH]c(-c3ccco3)nc2n1,-3,-0.9,1,-7,-3,-8,1,16,-0.2
CN1CCN(CC(O)COc2ccc(OCC(O)CN3CCN(C)CC3)cc2)CC1 (configuration not stated),-4,0.8,3,7,0,1,24,-6,-0.7
O=C(NNS(=O)(=O)c1ccc([N+](=O)[O-])cc1)c1cnn(-c2ccccc2)c1-n1cccc1,8,-2.1,-2,20,1,4,-20,10,-1.8
CCn1c(SCC(=O)Nc2nc3ccccc3s2)nnc1-c1ccc(Br)cc1,9,-0.5,-3,-1,2,5,-4,-2,-4.5
CCOC(=O)c1oc2ccc(OC)cc2c1NC(=O)CN1CCN(C)CC1,0,-3.8,25,-4,-1,5,9,-6,0.6
Cc1cccc(-n2ncc3c2CCCC3NC(=O)Cn2cccn2)c1C (configuration not stated),-5,-2.5,20,-2,-1,-2,-19,9,-5.1
CCN(CC)CCNCc1ccc(Br)cc1OCC(=O)NCc1ccccc1,-5,-3.5,9,-4,-6,0,23,-18,-0.9
COc1cc2ccccc2cc1C(=O)NCC(c1cccs1)N(C)C (configuration not stated),4,-0.8,-8,-1,2,-3,4,-3,-3.2
O=C(NC1CCCCCCC1)c1ccc(S(=O)(=O)N2CCCC2)cc1,1,-2.5,-2,1,5,3,-25,3,-2.0
O=C(CN(C(=O)c1csnn1)c1ccccc1)NCc1ccc2c(c1)OCO2,4,1.9,12,-12,6,0,-1,3,-0.6
O=C(Cc1ccc(Br)cc1)Nc1ccccc1N1CCCC1,8,-2.5,10,8,-5,1,-23,-8,-3.2
CCOC(=O)CSc1cc(CS(C)(=O)=O)nc(-c2ccccn2)n1,12,-4.9,9,-9,2,0,4,4,1.1
O=C(NCCCN1CCOCC1)c1cc2nc(-c3ccco3)cc(C(F)(F)F)n2n1,-11,-1.7,39,-1,3,2,-4,-3,12*
COc1cc(NC(=O)C/C(C)=N/NC(=O)c2ccccn2)c(OC)cc1Cl,-2,-4.2,14,6,1,-2,-26,-3,0.1
Cc1ccccc1NC(=O)/C=C/c1cccc(C(F)(F)F)c1,5,-1.1,-23,11,-2,-6,-9,-5,2.1
c1cn2cc(-c3ccc4c(c3)OCO4)nc2s1,3,3.0,25,-5,-10,-7,1,-2,0.3
Cc1ccc(C(=O)NNC(=O)C2CCN(Cc3ccc(Cl)c(Cl)c3)CC2)cc1,4,-1.0,1,-3,5,-3,3,-3,-1.0
O=C1NC(c2cn(-c3ccccc3)nc2-c2cccs2)C(C(=O)c2cccnc2)C(O)(C(F)(F)F)N1 (configuration not stated),-2,-1.3,4,8,4,-1,-2,-11,-2.4
NC(=O)C1CCN(C(=O)CCCCCn2c(=O)[nH]c3ccsc3c2=O)CC1,-2,-3.6,14,0,3,7,0,-4,-0.1

# Ordered by count of non-hydrogen atoms (ascending): part of the list above
SMILES,p-CIP stab down,IMP-1 inhibitor,UBC9 SUMO inh,PfM18AAP inh,IDE act,IDE cell inh,FID counter,HCV NS3 hel inh,VIM-2 inhibitor
O=C(Cc1ccc(Br)cc1)Nc1ccccc1N1CCCC1,8,-2.5,10,8,-5,1,-23,-8,-3.2
CCOC(=O)CSc1cc(CS(C)(=O)=O)nc(-c2ccccn2)n1,12,-4.9,9,-9,2,0,4,4,1.1
O=C(NCCCN1CCOCC1)c1cc2nc(-c3ccco3)cc(C(F)(F)F)n2n1,-11,-1.7,39,-1,3,2,-4,-3,12*

# Going on with the list:
SMILES,p-CIP stab down,IMP-1 inhibitor,UBC9 SUMO inh,PfM18AAP inh,IDE act,IDE cell inh,FID counter,HCV NS3 hel inh,VIM-2 inhibitor
COc1ccc(CN2CCCC2C(=O)Nc2ccc(OC)c(OC)c2)cc1OC (configuration not stated),-10,-3.1,6,-17,3,-2,-9,8,-2.4
CC1CN(C(=O)c2ccncc2)CC(C)O1 (configuration not stated),0,-6.1,2,-1,.,3,1,0,-3.5
NS(=O)(=O)c1cccc(NC(=O)COC(=O)CCc2ccccc2)c1,-13,-2.9,-18,3,3,-2,-14,6,0.2
COc1cc(C(C)=O)ccc1OCC(O)CN1CCN(c2ccc(F)cc2)CC1 (configuration not stated),-12,-1.6,5,1,-3,0,-11,6,-0.3
Oc1ccc(-c2nccc(-c3ccc(Cl)cc3)n2)cc1,-2,-2.4,-1,-7,7,-6,-2,-11,1.3
CCCCNC(=S)NNc1c(Cl)cc(Cl)cc1Cl,-17,-3.4,15,7,2,-2,0,11,-4.1
CCc1ccc(N2C(=O)CN(Cc3cc(OC)c(OC)c(OC)c3)C2=S)cc1,14,-0.3,-13,8,2,-2,-21,8,-0.7
Cc1c(-c2cccs2)[n+](=O)c2c(n1[O-])CCCCC2,0,-1.3,12,-7,-2,-7,-2,1,-1.4
C=CCNC(=O)c1sccc1Oc1ccc(F)cc1[N+](=O)[O-],6,-2.9,0,6,4,5,0,-2,-0.5
CCOc1ccccc1NC(=O)N1CCC(n2nnc3cc(C)ccc32)CC1,-8,-3.4,-27,-2,1,5,-23,-6,-2.5
O=C(c1cccc2nc3ccccc3nc12)N1CCOCC1,-4,-2.5,23,-16,2,6,-4,-1,0.0
NC(=O)c1nsc(C(=O)N(Cc2cccnc2)C(C(=O)NC2CCCC2)c2ccc(F)cc2)c1N (configuration not stated),-9,-1.2,-1,-1,4,0,-26,2,-2.4
Cn1c(=O)cc(OCCCC(=O)NCCCN2CCN(Cc3ccccc3)CC2)c2ccccc21,-9,-1.4,24,9,1,1,11,-3,1.4
[S-]c1nnc(-c2ccc(Br)cc2)n1-c1ccccc1.[Zn+2],2,-7.2,29,14,2,4,-7,-6,-2.2
COc1ccc(-c2nc3cc(C)ccn3c2NC(=O)c2ccccc2OC)cc1,-7,-0.8,19,-24,-4,0,-9,-8,0.8
O=C(CN(Cc1ccc(F)cc1)S(=O)(=O)c1ccc(S(=O)(=O)N2CCOCC2)cc1)Nc1ccccc1,5,-4.7,0,3,-1,-1,0,4,-3.1
COc1cc(C(=O)NCCCN2CCCC2=O)cc(OC)c1OC,-4,-2.7,5,-10,-2,-6,-14,5,-5.6
CCc1ccc(-c2csc3nc[nH]c(=O)c23)cc1,-4,-1.1,10,0,-1,4,-10,-2,1.2
CN(C)CCCN1CC(=O)N2[C@@H](Cc3c([nH]c4ccccc34)C2(C)C)C1=O,-6,-2.3,10,2,2,-1,-2,5,-2.6
COc1ccc(-c2cc(C(F)(F)F)nc(S(=O)(=O)CCC(=O)N3CCOCC3)n2)cc1,-5,-5.4,-4,16,0,2,-6,9,7.2
O=C(CN1CCCCCC1)Nc1ccc(Br)cc1[N+](=O)[O-],-4,-3.6,9,-1,2,4,2,-14,-1.8
CCN1C(=NCCc2c[nH]c3ccccc23)N[C@@H](c2ccccc2)[C@H](C(=O)OC)[C@H]1C,-4,-3.4,4,-1,6,5,11,-30,-1.9
CC(C)(O)C#Cc1ccc(C(=O)NCc2ccccc2)s1,.,-0.9,.,-6,2,-6,-7,-1,-0.5
CCOc1ccc(C(=O)NC2CC(C)(C)NC(C)(C)C2)cc1,-3,-3.4,4,2,5,-4,8,11,-2.0
Cc1cc(C(=O)Nc2c(C)n(C)n(-c3ccccc3)c2=O)c2ccccc2n1,3,-0.1,-4,-3,8,6,0,2,0.6
COc1ccc(OCC(=O)NNC(=O)c2cccs2)cc1,12,-3.5,-11,-1,3,-2,0,-1,-3.1
CCC(CC)n1[nH]c(=O)cc1N,4,-2.0,14,0,-1,4,-4,0,-3.8
Cn1cc(CN2CCCC(C(=O)Nc3ccc(-c4cccc(F)c4)cc3)C2)cn1 (configuration not stated),-2,-0.1,-3,1,0,-1,16,-102,0.4
COc1ccc(-n2nc3cc(C)c(NC(C)=O)cc3n2)cc1,1,-1.9,26,-3,2,-3,2,-2,-1.6
CN(c1ccc(OCC(=O)O)cc1)S(=O)(=O)c1ccc2ccccc2c1,-8,-5.3,16,-2,0,4,-33,20,-2.8
CC(C)C(=O)NC(c1ccccc1)c1cc([N+](=O)[O-])c2cccnc2c1O (configuration not stated),-1,-3.6,24,22,3,6,-13,9,-7.2
Cc1cc(=O)n2cccc(O)c2n1,-3,-0.7,-35,-1,9,-1,8,6,-2.9
Cn1c(=O)c2ncn(CC(=O)O)c2n(C)c1=O,5,-3.7,18,-3,0,0,0,5,-1.4

# High-throughput results: PubChem BioAssay, several laboratories
